# Compound activity from PubChem.
# Growth percent in the NCI-60 one-dose screen (48 h, 10 µM unless noted): 100 = growth as untreated, 0 = no growth, -100 = all killed.
# HCC-2998: HCC-2998 colon cancer | AID 1794799 | 4.7% of 79,000 active
# KM12: KM12 colon cancer cells; AID 1794800; 5% of 82,000 active
# SF-295: SF-295 CNS cancer cells | 5.6% of 79,000 active | AID 1794758
# SNB-75: SNB-75 CNS cancer; 5% of 79,000 active
# SF-268: SF-268 CNS cancer cells; 3.1% of 82,000 active; AID 1794759
# U251: U251 CNS tumor cells | 5.4% of 80,000 active | AID 1794753
# HCT-116: HCT-116 colon cancer. 7.3% of 82,000 active
# SNB-19: SNB-19 CNS cancer cells | 2.5% of 81,000 active
# SF-539: SF-539 CNS cancer | 6.8% of 81,000 active | AID 1794752
# Numbers without * were called inactive; . = not tested or not shown. How the source made its calls: active means growth percent below 10; inactive means the rest.
1	CCOC(=O)C1=C(C)NC(SCc2nnc(-c3ccc(OC)cc3)o2)=NC1c1ccc(F)cc1 (centres undefined)
2	Cc1cc([N+](=O)[O-])ccc1I
3	NS(=O)(=O)c1ccc(C2C3=C(CCCC3=O)OC3=C2C(=O)c2ccccc2C3=O)cc1 (centres undefined)
4	NC(=O)SCC(=O)Nc1ccc(C(=O)O)cc1
5	CCOC(=O)C(C)NC(=O)C(C)NC(=O)OCc1ccccc1 (centres undefined)
6	O=C(Cn1nncc1CN1C(=O)CSC1=O)Nc1ccc(Br)cc1

screen / no.	1	2	3	4	5	6
HCC-2998	105	.	-61*	94	124	107
KM12	95	107	-29*	.	110	101
SF-295	100	106	-80*	109	121	103
SNB-75	82	90	-99*	104	91	87
SF-268	99	97	-43*	.	112	95
U251	95	106	-87*	93	102	100
HCT-116	97	104	-74*	94	103	101
SNB-19	89	98	-1.4*	81	107	104
SF-539	95	91	-89*	82	118	100

7	Nc1ccc(N=Nc2cccc(S(=O)(=O)O)c2)c2ccccc12
8	Cn1c2ccc(Cl)cc2c2nn(C(=O)c3ccccc3)c(=O)nc21
9	COc1cccc(-c2nn(C(C)(C)C)cc2-c2ccnc(NCCCNS(=O)(=O)c3ccc(C(F)(F)F)cc3)c2)c1
10	C/C(=N\NC(=O)c1ccncc1)c1cc(Cl)ccc1Cl
11	O=[N+]([O-])c1cccc(C2CC(c3ccccc3)=Nc3ccccc3S2)c1 (centres undefined)
12	Clc1ccc2c(ncn2Cc2ccccc2)n1

screen / no.	7	8	9	10	11	12
HCC-2998	101	111	101	.	108	98
KM12	92	106	102	107	36	115
SF-295	93	.	98	114	.	96
SNB-75	62	88	63	96	68	79
SF-268	93	104	94	103	91	106
U251	106	103	.	104	.	.
HCT-116	91	104	100	110	48	94
SNB-19	103	105	97	116	87	108
SF-539	103	100	105	93	108	91

13	CNc1nnc2n(Cc3ccccc3)c(=O)c3c4c(sc3n12)CCCC4
14	COc1ccc(S(=O)(=O)N2CCC(c3nc(C=C(C#N)C#N)c4ccccn34)CC2)cc1
15	Cc1ccc(-c2cc(-c3ccccn3)n(-c3ncc(-c4ccccc4)s3)n2)cc1
16	COc1ccc(Nc2ncnc3c2c(C)nn3-c2ccc(Cl)cc2)cc1
17	COc1ccc(Cn2cc(CSc3nc4ccccc4o3)nn2)cc1
18	O=C(O)c1cc2ccccc2cn1

screen / no.	13	14	15	16	17	18
HCC-2998	75	98	84	102	101	99
KM12	51	101	88	95	101	94
SF-295	57	109	88	111	96	112
SNB-75	79	91	94	90	90	87
SF-268	89	142	99	103	100	93
U251	50	103	71	100	103	102
HCT-116	25	110	48	92	92	97
SNB-19	54	103	100	98	97	100
SF-539	47	100	95	90	96	99

19	N#Cc1cc(O)n2c1C(=N)c1ccccc1-2
20	COc1cccc(NC(=S)NCc2cccnc2)c1
21	NS(=O)(=O)c1ccc(CN=CC2=CNC3C=CC=CC23)cc1 (centres undefined)
22	CCCCCC[C@@H](O)C/C=C\CCCCCCCC(=O)O
23	O=C(N[C@H]1C(O)[C@H](O)C(CO)O[C@H]1O)NS(=O)(=O)c1ccc(Br)cc1 (some centres undefined)
24	O=c1[nH]c2ccccc2c(O)c1N=Nc1ccc(N=Nc2ccc(S(=O)(=O)O)cc2)cc1

screen / no.	19	20	21	22	23	24
HCC-2998	107	114	115	109	112	99
KM12	101	106	101	102	108	99
SF-295	91	.	99	100	101	92
SNB-75	75	79	87	86	90	73
SF-268	93	111	96	117	99	102
U251	96	.	95	89	110	102
HCT-116	96	109	100	101	106	95
SNB-19	98	107	98	100	99	90
SF-539	99	105	93	101	94	105

25	C=C(C)[C@@H]1CCC=C2CC[C@]3(C)[C@H](CC[C@@H]4[C@@]5(C)Cc6c(n(CC#CCN7CCN(C)CC7)c7ccccc67)C(C)(C)[C@@H]5CC[C@]43C)[C@H]21
26	CCOC(=O)C(=O)C1CCCCC1=O (centres undefined)
27	Cc1cc(-c2ccc(N=Nc3c(N)c(S(=O)(=O)O)cc4cc(S(=O)(=O)O)ccc34)c(C)c2)ccc1N=Nc1c(N)ccc2cc(S(=O)(=O)O)ccc12
28	Nc1ccc(C(=O)O)cn1
29	CCCSc1nc(NCCc2c[nH]c3ccccc23)c(C#N)c(-c2ccccc2)n1
30	CC(=O)/C(N=Nc1cccc2c1C(=O)c1ccccc1C2=O)=C(\C)O

screen / no.	25	26	27	28	29	30
HCC-2998	105	108	110	112	60	100
KM12	100	100	103	91	42	102
SF-295	109	99	113	117	73	98
SNB-75	89	87	69	83	88	98
SF-268	95	95	105	101	70	102
U251	98	93	104	103	45	110
HCT-116	98	94	101	109	32	85
SNB-19	103	103	96	117	.	105
SF-539	98	96	114	103	66	99

# A second format for part of the listing above:
No. | mol | HCC-2998 | KM12 | SF-295 | SNB-75 | SF-268 | U251 | HCT-116 | SNB-19 | SF-539
10 | C/C(=N\NC(=O)c1ccncc1)c1cc(Cl)ccc1Cl | . | 107 | 114 | 96 | 103 | 104 | 110 | 116 | 93
11 | O=[N+]([O-])c1cccc(C2CC(c3ccccc3)=Nc3ccccc3S2)c1 (centres undefined) | 108 | 36 | . | 68 | 91 | . | 48 | 87 | 108
12 | Clc1ccc2c(ncn2Cc2ccccc2)n1 | 98 | 115 | 96 | 79 | 106 | . | 94 | 108 | 91
13 | CNc1nnc2n(Cc3ccccc3)c(=O)c3c4c(sc3n12)CCCC4 | 75 | 51 | 57 | 79 | 89 | 50 | 25 | 54 | 47
14 | COc1ccc(S(=O)(=O)N2CCC(c3nc(C=C(C#N)C#N)c4ccccn34)CC2)cc1 | 98 | 101 | 109 | 91 | 142 | 103 | 110 | 103 | 100
15 | Cc1ccc(-c2cc(-c3ccccn3)n(-c3ncc(-c4ccccc4)s3)n2)cc1 | 84 | 88 | 88 | 94 | 99 | 71 | 48 | 100 | 95
16 | COc1ccc(Nc2ncnc3c2c(C)nn3-c2ccc(Cl)cc2)cc1 | 102 | 95 | 111 | 90 | 103 | 100 | 92 | 98 | 90
17 | COc1ccc(Cn2cc(CSc3nc4ccccc4o3)nn2)cc1 | 101 | 101 | 96 | 90 | 100 | 103 | 92 | 97 | 96
18 | O=C(O)c1cc2ccccc2cn1 | 99 | 94 | 112 | 87 | 93 | 102 | 97 | 100 | 99
19 | N#Cc1cc(O)n2c1C(=N)c1ccccc1-2 | 107 | 101 | 91 | 75 | 93 | 96 | 96 | 98 | 99
20 | COc1cccc(NC(=S)NCc2cccnc2)c1 | 114 | 106 | . | 79 | 111 | . | 109 | 107 | 105
21 | NS(=O)(=O)c1ccc(CN=CC2=CNC3C=CC=CC23)cc1 (centres undefined) | 115 | 101 | 99 | 87 | 96 | 95 | 100 | 98 | 93
22 | CCCCCC[C@@H](O)C/C=C\CCCCCCCC(=O)O | 109 | 102 | 100 | 86 | 117 | 89 | 101 | 100 | 101
23 | O=C(N[C@H]1C(O)[C@H](O)C(CO)O[C@H]1O)NS(=O)(=O)c1ccc(Br)cc1 (some centres undefined) | 112 | 108 | 101 | 90 | 99 | 110 | 106 | 99 | 94
24 | O=c1[nH]c2ccccc2c(O)c1N=Nc1ccc(N=Nc2ccc(S(=O)(=O)O)cc2)cc1 | 99 | 99 | 92 | 73 | 102 | 102 | 95 | 90 | 105
25 | C=C(C)[C@@H]1CCC=C2CC[C@]3(C)[C@H](CC[C@@H]4[C@@]5(C)Cc6c(n(CC#CCN7CCN(C)CC7)c7ccccc67)C(C)(C)[C@@H]5CC[C@]43C)[C@H]21 | 105 | 100 | 109 | 89 | 95 | 98 | 98 | 103 | 98
26 | CCOC(=O)C(=O)C1CCCCC1=O (centres undefined) | 108 | 100 | 99 | 87 | 95 | 93 | 94 | 103 | 96
27 | Cc1cc(-c2ccc(N=Nc3c(N)c(S(=O)(=O)O)cc4cc(S(=O)(=O)O)ccc34)c(C)c2)ccc1N=Nc1c(N)ccc2cc(S(=O)(=O)O)ccc12 | 110 | 103 | 113 | 69 | 105 | 104 | 101 | 96 | 114

# (list continues)
31	Nc1c(C(=O)Nc2cccc(C(F)(F)F)c2)sc2nc3c(cc12)C(=O)CCC3
32	CC(=O)CCCCCCCCCCC1CCC(O)C1O (centres undefined)
33	O=C(NCc1ccncc1)C1(c2ccccc2)CCCCC1
34	N#CC1=C(N)Oc2cc3ccccc3cc2C1c1ccccc1Cl (centres undefined)
35	CC(C)CCC(CC(C)C)=NCC(C)O (centres undefined)
36	CN1CCN(c2nc(SCc3ccccc3)nc(-c3ccc(F)cc3)c2C#N)CC1

screen / no.	31	32	33	34	35	36
HCC-2998	99	105	86	97	105	95
KM12	97	110	108	94	99	81
SF-295	.	.	122	105	94	88
SNB-75	81	103	102	96	99	59
SF-268	108	103	114	96	104	73
U251	94	101	98	97	99	98
HCT-116	94	134	110	95	110	54
SNB-19	89	112	108	94	105	90
SF-539	103	105	106	96	103	86

37	O=C1c2cccc3cccc(c23)C(=O)N1CC#Cc1ccc2c3c(cccc13)C(=O)N(CCN1CCOCC1)C2=O
38	CC1(C)CC(=O)C2=C(C1)OC1=C(C(=O)CC(C)(C)C1)C2c1ccc(OCc2cn(-c3ccc(Cl)c(Cl)c3)nn2)cc1
39	Cn1c([N+](=O)[O-])cnc1/C=C1\Oc2ccc(Cl)cc2C1=O
40	C[C@@H]1CC=C2[C@H](CC[C@H](O)C2(C)C)[C@@]1(C)CCc1ccoc1
41	CC(C)(C)c1ccc(C(=O)Nc2c3c(nn2-c2cccc(Cl)c2)CSC3)cc1
42	N#Cc1c(N)nc2c(c(N)nn2-c2ccccc2)c1-c1ccc(Cl)cc1

screen / no.	37	38	39	40	41	42
HCC-2998	92	112	-59*	105	91	96
KM12	105	92	-37*	104	92	33
SF-295	101	96	-17*	107	74	55
SNB-75	30	100	16	113	104	37
SF-268	84	89	-32*	101	105	49
U251	98	98	-18*	101	96	33
HCT-116	101	102	-47*	83	100	65
SNB-19	94	102	-11*	96	101	30
SF-539	83	104	-50*	102	112	66

43	c1ccc2c(c1)ccc1nnnn12
44	COc1ccc(C(N)=O)cc1
45	COc1ccc(C(=O)Nc2cccc(-c3cc(=O)c4ccccc4o3)c2)c(OC)c1
46	C=CCOc1nc2c(c(=O)n(C)c(=O)n2C)n1C
47	O=C(Nc1ncc(Cc2ccccc2Cl)s1)c1ccc2c(c1)OCCO2
48	CC1OCOC1C1OCOCC1OC(=O)c1ccccc1 (centres undefined)

screen / no.	43	44	45	46	47	48
HCC-2998	103	103	97	107	20	89
KM12	116	101	86	106	6.5*	96
SF-295	102	121	90	116	12	102
SNB-75	105	94	95	115	3.4*	82
SF-268	103	96	67	113	41	94
U251	104	116	89	105	15	95
HCT-116	103	101	83	107	7.4*	94
SNB-19	99	105	74	109	36	105
SF-539	94	102	82	105	-8.7*	96

49	NS(=O)(=O)c1ccc(NC(=O)Nc2nnc(-c3ccccc3)s2)cc1
50	Oc1ccccc1C=NCCSSCCN=Cc1ccccc1O
51	Cc1ccc(S(=O)(=O)N(Cl)Cl)cc1
52	CC[N+](C)(CC)Cc1cc(Nc2ccnc3cc(Cl)ccc23)ccc1O
53	CCOC(=O)C1=C2C=Cc3c(ccc4ccccc34)N2C(C(C)=O)C1 (centres undefined)
54	COc1cc2ncnc(Nc3ccc(S(=O)(=O)Nc4nccs4)cc3)c2cc1OCCCN1CCN(C)CC1

screen / no.	49	50	51	52	53	54
HCC-2998	99	102	98	94	96	106
KM12	104	97	101	87	97	111
SF-295	101	97	100	101	82	106
SNB-75	.	89	101	73	60	101
SF-268	102	91	97	82	100	99
U251	115	97	90	87	68	103
HCT-116	109	100	98	77	53	106
SNB-19	107	108	97	95	65	112
SF-539	96	97	100	.	66	101

55	COc1ccc(C(=O)n2nc(-c3ccncc3)nc2N)cc1
56	C[C@]12CCc3nc(-c4ccc(F)cc4)sc3C1=CC[C@@H]1[C@@H]2CC[C@]2(C)/C(=N\NC(=O)c3ccncc3)CC[C@@H]12
57	CCOC(=O)c1cnn(-c2ccc(-c3ccccc3OC)nn2)c1N
58	Cc1ccc(OCC(=O)O)cc1C
59	CCOC(C)=N
60	O=C1C=CC(=O)N1

screen / no.	55	56	57	58	59	60
HCC-2998	92	100	89	107	103	95
KM12	100	108	99	105	111	123
SF-295	98	104	96	104	121	111
SNB-75	81	107	122	112	93	95
SF-268	86	106	110	104	106	107
U251	103	105	86	99	104	111
HCT-116	91	88	105	113	95	100
SNB-19	98	93	98	100	104	94
SF-539	96	92	97	101	106	109

61	OB(O)c1ccsc1-c1nc2ccc3[nH]ncc3c2c2c1CCCC2
62	C[C@H]1C[C@@H]2[C@H]([C@@H](O)C[C@@]3(C)[C@H]2CC[C@]3(O)C(=O)COC(=O)CCC(=O)O)[C@@]2(C)C=CC(=O)C=C12
63	CCOC(=O)c1sc(NC(=O)Nc2ccccc2)nc1C
64	Cc1ccc(CN(C(=O)CNC(=O)OC(C)(C)C)C(C(=O)NC(C)(C)C)c2ccccc2)o1 (centres undefined)
65	O=C1CC2(CCCCC2)CC(=O)N1CCc1ccccc1
66	N=c1scc(-c2ccccc2)n1CC(=O)N1CCN(c2ccccc2)CC1

screen / no.	61	62	63	64	65	66
HCC-2998	66	106	73	108	98	100
KM12	38	100	102	111	110	104
SF-295	70	96	103	116	98	72
SNB-75	35	117	54	83	104	75
SF-268	59	91	96	98	114	101
U251	66	101	99	107	99	91
HCT-116	26	95	84	103	101	107
SNB-19	76	102	91	89	101	99
SF-539	45	93	102	118	100	97

67	COc1cnc(NC(=O)c2ccc(Cl)cc2)s1
68	OCCCN=Cc1ccccc1
69	CSc1nc(-c2cccc(Br)c2)c(C#N)c(=O)[nH]1
70	O=c1[nH]nc(-c2ccccc2)c2ccccc12
71	Clc1ccccc1CSc1ncnc2nc[nH]c12
72	N#CCCN(Cc1cccnc1)CN1C(=O)c2ccccc2C1=O

screen / no.	67	68	69	70	71	72
HCC-2998	78	103	96	.	118	103
KM12	42	105	109	106	103	103
SF-295	80	98	106	99	101	124
SNB-75	65	100	94	81	94	79
SF-268	91	104	110	102	100	107
U251	94	99	103	88	90	102
HCT-116	85	78	94	92	104	128
SNB-19	98	105	101	84	92	102
SF-539	96	104	102	94	111	106
